SRC1 TRFRET art – TR-FRET artefact, counter-screen to PPARgamma/SRC-1 agonist assay; TR-FRET detection artefact counter-screen, emission ratio; hits give high values; 99,000 compounds, 0.34% hits; TR-FRET ratio at 8 µM; in the data active = TR-FRET ratio above about 2300; note: inactives centre near 1800; reference of the scale not given here
SRC3 TRFRET art – flags TR-FRET format artefacts in PPARgamma SRC-3 recruitment agonist screen. TR-FRET artefact counter-screen, PPARgamma/SRC-3 format; hits give high values. TR-FRET ratio at 8 µM. 99,000 compounds, 0.39% hits; in the data active = TR-FRET ratio above about 2000; note: inactives centre near 1600; reference of the scale not given here
Active calls of the source: *; & = joins results of further samples. The list is partial, so the mix of outcomes need not match the whole.

SMILES | SRC1 TRFRET art | SRC3 TRFRET art
COC(=O)CCCC(=O)NC(C)c1cnn(-c2ccccc2C)c1C (centres undefined) | 1584 | 1448
CCn1c2ccc(C)cc2c2nnc(SCCN3CCOCC3)nc21 | 1927 | 1400
O=c1[nH]oc(O)c1-c1ncc(C(F)(F)F)cc1Cl | 2047 | 1577
COC(=O)CC1COc2ccccc2N1C(=O)c1cccc(C(F)(F)F)c1 (centres undefined) | 1790 | 1382
CC(C)CCNC(=O)COC(=O)/C=C/c1ccc2ccccc2n1 | 1756 | 1468
N#Cc1sc(NCc2ccccc2)nc1Cl | 1584 | 1477
CC(=O)/C(=N\Nc1ccc(Cl)cc1Cl)Sc1nnc(-c2ccccc2)n1-c1ccccc1 | 1683 | 1610
COc1ccc(-c2nc(CSCC(=O)NCc3ccc4c(c3)OCO4)c(C)o2)cc1OC | 1723 | 1565
O=C(COC(=O)c1cc(-c2cccs2)nn1-c1ccccc1)Nc1ccc(F)c([N+](=O)[O-])c1 | 1653 | 1449
O=C(COC(=O)c1cccc(S(=O)(=O)N2CCN(c3ccc(F)cc3)CC2)c1)NCC1CCCO1 (centres undefined) | 1923 | 1446
CCOc1cc(NC(=O)c2cccs2)c(OCC)cc1NC(=O)CCC(=O)NCC1CCCO1 (centres undefined) | 1891 | 1498
O=C(Nc1ccc(F)cc1F)N1CCN(c2ncccn2)CC1 | 1890 | 1389
CCOc1ccccc1NC(=O)C1CCC(CNc2c(N3CCOCC3)c(=O)c2=O)CC1 (centres undefined) | 1922 | 1798
CCN(CCCNC(=O)COc1cc(=O)n(CC)c2ccccc12)Cc1ccccc1 | 1885 | 1442
Cc1ccccc1NC(=S)N(Cc1cccs1)C1CCCC1 | 1818 | 1648
Cc1cc(C)nc(N2N=C(c3ccccc3)CC2=O)n1 | 1728 | 1761
S=C(c1cn(Cc2ccc(Br)cc2)c2ccccc12)N1CCOCC1 | 1431 | 1331
O=C(Oc1ccc(OC(=O)C2CCC2)cc1)C1CCC1 | 1583 | 1277
Cc1cc(C)c(C)c(OCCOCCN2CCN(C)CC2)c1 | 1725 | 1477
Nc1ccccc1Nc1cc(-c2ccccc2)nn1-c1ccccc1 | 1852 | 1635
COc1ccc(/C=N/N=C2/NC(=O)C(CC(=O)O)S2)cc1OCc1ccccc1Cl (centres undefined) | 1759 | 1419
CCC(=O)NC(=S)Nc1cccc(NC(=O)c2ccco2)c1 | 1510 | 1544
COc1cccc(CN2C(=O)CCC2(C)C(=O)NC2CCCCC2)c1 (centres undefined) | 1406 | 1443
CSCC[C@H](NC(=O)COc1ccc(Cl)cc1)c1nc2ccccc2[nH]1 | 1767 | 1658
Nc1c(C(=O)Nc2ccc(S(=O)(=O)N3CCCC3)cc2)sc2nc3ccc(OC(F)(F)F)cc3cc12 | 1767 | 1616

Record cards (already shown). Values in the order: SRC1 TRFRET art | SRC3 TRFRET art
Entry for Cc1cc(C)c(C)c(OCCOCCN2CCN(C)CC2)c1 → 1725 | 1477
Entry for Nc1c(C(=O)Nc2ccc(S(=O)(=O)N3CCCC3)cc2)sc2nc3ccc(OC(F)(F)F)cc3cc12 → 1767 | 1616
Entry for CCOc1cc(NC(=O)c2cccs2)c(OCC)cc1NC(=O)CCC(=O)NCC1CCCO1 (centres undefined) → 1891 | 1498
Entry for COc1ccc(-c2nc(CSCC(=O)NCc3ccc4c(c3)OCO4)c(C)o2)cc1OC → 1723 | 1565
Entry for O=C(Nc1ccc(F)cc1F)N1CCN(c2ncccn2)CC1 → 1890 | 1389

Further entries
SMILES | SRC1 TRFRET art | SRC3 TRFRET art
CN(C)/C=N/C(=S)Nc1ccccc1 | 1827 | 1683
COC(=O)c1cc(NC(=O)c2c(F)c(F)c(F)c(F)c2F)cc(C(=O)OC)c1 | 1873 | 1639
Cc1cc(N2CCOCC2)nc(C(C)C)n1 | 2177 | 1623
COC(=O)c1ccc(NC(=S)N(Cc2cccnc2)Cc2ccco2)cc1 | 1898 | 1733
Cc1nc(CN(C)C(=O)c2cc(COc3c(F)cccc3F)on2)cs1 | 1783 | 1424
O=C(NC(=S)Nc1cccc2cccnc12)c1cccs1 | 1692 | 1589
O=C(N=Nc1c(O)[nH]c2ccccc12)c1ccc(CN2CCOCC2)cc1 | 2062 | 1297
Brc1ccc2nc(-c3cccs3)c(NCC3CCCO3)n2c1 (centres undefined) | 2042 | 1794
COc1ccc(CNC(=O)c2cc3c(=O)[nH]c4ccccc4c3n2C)cc1 | 1558 | 1510
CCC(=O)N/N=C(\C)CC(=O)Nc1ccc2c(c1)OCCO2 | 1980 | 1582
Cc1ccc(C(=O)COc2nc(C)nc3ccccc23)cc1 | 1669 | 1504
COC(=O)C1=C(C)N(CCc2ccc(OC)c(OC)c2)C(=O)/C1=C\c1ccc(O)cc1 | 1417 | 1441
COc1cccc(NC(=O)CCSc2ccc3ccccc3n2)c1 | 2193 | 1772
Cc1ccccc1-c1nnn(C/C(N)=N/O)n1 | 1777 | 1680
NC(N)=NCCCc1cn(CC(=O)N2CCNCC2)nn1 | 1636 | 1457
CC(C)(C)NC(=O)C12CC3CC(CC(Cl)(C3)C1)C2 | 1695 | 1539
CCN(CC)S(=O)(=O)c1cccc(NC(=O)c2cc(-c3cccs3)nn2-c2ccccc2)c1 | 1693 | 1630
CCCC(=O)Nc1c(-c2ccccc2)c(=O)c(C)nn1-c1ccc(Cl)cc1 | 1605 | 1433
CCO[C@H]1OC(C(=O)NC2CC2)=C[C@@H](c2ccc(Br)cc2)[C@@H]1CCCO | 1754 | 1434
O=C(Nc1cccnc1)c1ccc(S(=O)(=O)c2ccc(Cl)cc2)cc1 | 1940 | 1647
CC(C)(C)c1nnc(NC(=O)Cc2ccccc2[N+](=O)[O-])s1 | 1835 | 1585
Cc1ccc(C)c(NCc2ccccc2CO)c1 | 1730 | 1272
Cc1ccccc1-c1nsc(SCC(=O)Nc2ccc3c(c2)OCO3)n1 | 1692 | 1408
S=C(NCc1ccco1)N/N=C/c1ccc(Cl)cc1 | 1810 | 1746
C/C=C/Cn1c(SC)nc2c1c(=O)[nH]c(=O)n2C | 1836 | 1460

Reprinted at random: two entries already listed
SMILES | SRC1 TRFRET art | SRC3 TRFRET art
CCOc1ccccc1NC(=O)C1CCC(CNc2c(N3CCOCC3)c(=O)c2=O)CC1 (centres undefined) | 1922 | 1798
CCC(=O)N/N=C(\C)CC(=O)Nc1ccc2c(c1)OCCO2 | 1980 | 1582

More compounds follow.
SMILES | SRC1 TRFRET art | SRC3 TRFRET art
COC(=O)c1ccc(NC(=O)CO/N=C2\CCCc3nonc32)cc1 | 1762 | 1563
CCOc1ccc(-n2cc(-c3ccccc3)c3c(N4CCOCC4)ncnc32)cc1 | 1791 | 1617
CC(C)[C@H](NC(=O)c1ccccc1Cl)C(=O)Nc1nc(-c2ccccn2)cs1 | 1709 | 1531
O=C(/C=C/c1cccc([N+](=O)[O-])c1)NC(=S)Nc1ccc(CN2CCOCC2)cc1 | 1735 | 1539
Cc1ccc(-n2nnnc2SCC(=O)Nc2cccnc2Cl)cc1 | 1897 | 1510
Cc1c(C(=O)NCCN2CCOCC2)oc2ccc(S(=O)(=O)N3CCCCCC3)cc12 | 1781 | 1652
Cc1ccc(CNC(=O)C(OC(=O)c2ccco2)C(C)C)cc1 (centres undefined) | 2022 | 1566
CCc1ccccc1NC(=O)C1c2ccccc2Oc2ccccc21 | 1816 | 1386
N#CCCN(C1CCCCC1)S(=O)(=O)c1cccc2nsnc12 | 1905 | 1613
CCOC(=O)NC1(C(F)(F)F)NC(=O)N(c2cccc(C(F)(F)F)c2)C1=O (centres undefined) | 2245 | 1717
O=C(CCN1C(=O)/C(=C/c2ccc3c(c2)OCO3)SC1=S)NNC(=O)c1cccnc1 | 1877 | 1429
CC1(C)CC(=O)C2=C(C1)Nc1ncnn1C2c1cccs1 (centres undefined) | 2038 | 1771
N#C/C(=C\c1ccc(/C=C(/C#N)c2nn(CCO)c(N)c2C#N)cc1)c1nn(CCO)c(N)c1C#N | 1715 | 1652
COc1cc2nc(N3CCN(C(=O)C4CCCO4)CC3)nc(N)c2cc1OC (centres undefined) | 1946&2212 | 1847&1630
CC1=NC(=O)C(N=Nc2ccccc2C(=O)O)N1c1ccccc1 (centres undefined) | 1755 | 1295
Cc1ccc(C(=O)N/C(=C/c2ccc(Cl)cc2)C(=O)Nc2cccc(C(=O)O)c2)cc1 | 1691 | 1402
CC(/C=C/c1ccccc1)=N\Nc1ccccc1[N+](=O)[O-] | 2050 | 1560
COCCn1c(SCC(=O)Nc2ccc(Cl)cn2)nnc1-c1ccncc1 | 1961 | 1559
CN([C@@H](Cc1ccc(OS(=O)(=O)c2cccc3cnccc23)cc1)C(=O)N1CCN(c2ccccc2)CC1)S(=O)(=O)c1cccc2cnccc12 | 1740 | 1505
CN(C)CCNC(=O)c1ccc(Sc2ccc(Br)cc2)c([N+](=O)[O-])c1 | 1809 | 1656
CCOC(=O)C1(CCc2ccccc2)CCN(C(=O)C2CCCO2)CC1 (centres undefined) | 1772 | 1558
COc1ccc(N2CCN(c3nc4ccc(C)cn4c(=O)c3C=O)CC2)cc1 | 1717 | 1736
COc1ccc2[nH]c(=O)c(CN(Cc3cccnc3)C(=O)Nc3ccccc3)cc2c1 | 1909 | 1688
Nc1nc(SCC(=O)c2ccc(Br)s2)n[nH]1 | 1893 | 1502
Cc1cccc(C)c1Nc1nnc(SC/C(O)=C(\C#N)c2nc3ccccc3[nH]2)s1 | 1659 | 1396
Continued.
SMILES | SRC1 TRFRET art | SRC3 TRFRET art
Cn1c(=O)n(C)c2cc(S(=O)(=O)Nc3cc(Cl)ccc3O)ccc21 | 1895 | 1620
Cc1cc2nnc(SC3CCOC3=O)n2c2ccccc12 (centres undefined) | 2021 | 1623
Cn1ccc(-c2cc(C(=O)O)c3ccccc3n2)n1 | 1459 | 1454
N#Cc1c2ccc(OCC(N)=O)cc2n2ccccc12 | 2053 | 1786
COC(=O)c1ccc(N2C(=O)CC(N3CCN(C(=O)c4ccco4)CC3)C2=O)cc1 (centres undefined) | 1591 | 1543
Cc1ccc(-n2c([S-])c(C(=O)NC(C)c3ccccc3)[n+]3ccccc23)cc1 (centres undefined) | 1859 | 1801
Cc1ccc(C(=O)NC2(C(F)(F)F)NC(=O)N(c3ccc(Cl)cc3)C2=O)cc1 (centres undefined) | 1893 | 1528
COC(=O)c1ccc2nc(NC(=O)CSCC(=O)OCC(=O)c3ccccc3)sc2c1 | 1839 | 1624
Cc1nn(CC(=O)Nc2ccc(C(=O)N3CCCC3)cc2)c(=O)c2ccccc12 | 1710 | 1443
CCOC(=O)C(NC(C)=O)(Nc1ccc(S(N)(=O)=O)cc1)C(F)(F)F (centres undefined) | 1890 | 1664
COc1cc(C(O)P(=O)(OC(C)C)OC(C)C)cc(OC)c1OC (centres undefined) | 1853 | 1678
CCCCn1c(N)c(N2CCOCC2)c(=O)n(CC(=O)NC(C)c2ccccc2)c1=O (centres undefined) | 1845 | 1636
CN1CCN(CC2(O)CCN(S(=O)(=O)c3ccc(Cl)cc3)CC2)CC1 | 1954 | 1638
O=C1C2CCCN2C(c2ccco2)N1c1ccc(F)cc1 (centres undefined) | 1799 | 1641
CCc1nnc(NC(=O)CSc2nc3c(C)cccc3[nH]2)s1 | 1897 | 1634
NS(=O)(=O)c1ccc(CNC(=O)c2csc3c2CCCC3)cc1 | 1768 | 1695
O=C(Nc1ccc(-c2cn3c(n2)SCC3)cc1)c1ccc2c(c1)OCO2 | 1871 | 1558
COc1ccc(C(=O)OCCNC(=O)c2ccncc2)cc1OC | 1957 | 1661
C=CCn1c(=NC(=O)c2ccc(S(=O)(=O)N3CCCc4ccccc43)cc2)sc2cc(S(N)(=O)=O)ccc21 | 1782 | 1430
CN(C)S(=O)(=O)c1cccc(NC(=S)N/N=C/C(c2ccccc2)c2ccccc2)c1 | 1771 | 1805
CNC1=C([N+](=O)[O-])CC([N+](=O)[O-])=C(N2CCNCC2)N1C | 1824 | 1610
Cn1c(S(=O)(=O)Cc2ccc(Cl)cc2)nc2ccccc21 | 1987 | 1437
CCOc1ccc(C(=O)Nc2ccc(NC(=O)c3cccs3)cc2)cc1[N+](=O)[O-] | 1624 | 1609
O=C(Nc1cccc(C(F)(F)F)c1)c1cccnc1NCCc1ccccc1 | 1898 | 1791
Cc1ccc(NC(=O)CN(C)CC(=O)Nc2ccc(F)c(Cl)c2)cc1 | 1898 | 1650
(next part)
SMILES | SRC1 TRFRET art | SRC3 TRFRET art
CC(/C=C/c1ccccc1)=N/NC(=O)CCC(=O)Nc1ccccc1C | 1527 | 1365
CCOC(=O)C/C(N)=N/NC(=O)c1ccc(Cl)cc1Cl | 1747 | 1567
O/N=C/c1cn(-c2ccccc2)nn1 | 1892 | 1704
CCOC(=O)N1CCC(N2C(=O)c3ccc(C(=O)NCc4ccc(F)cc4)cc3C2=O)CC1 | 1789 | 1337
C/C(=N\NC(=O)c1ccc(NS(=O)(=O)c2cccs2)cc1)c1ccc2ccccc2c1 | 1728 | 1636
O=C(NN1C(=O)C2C3C=CC(O3)C2C1=O)c1ccncc1 (centres undefined) | 1705 | 1482
Cc1ccc(OCC(=O)Nc2ccc(S(=O)(=O)Nc3ccccn3)cc2)cc1 | 1558 | 1437
Cn1nnnc1SCC(=O)NCc1ccc2c(c1)OCO2 | 1683 | 1611
O=C(CSc1nnc(-c2ccc(Cl)cc2)n1-c1ccc(Cl)cc1)N/N=C/c1ccco1 | 1902 | 1556
C/C(=N\N=C\c1ccc(N(C)C)cc1)c1cccc([N+](=O)[O-])c1 | 1939 | 1642

Six neighbouring entries from above:
SMILES | SRC1 TRFRET art | SRC3 TRFRET art
CC(/C=C/c1ccccc1)=N/NC(=O)CCC(=O)Nc1ccccc1C | 1527 | 1365
CCOC(=O)C/C(N)=N/NC(=O)c1ccc(Cl)cc1Cl | 1747 | 1567
O/N=C/c1cn(-c2ccccc2)nn1 | 1892 | 1704
CCOC(=O)N1CCC(N2C(=O)c3ccc(C(=O)NCc4ccc(F)cc4)cc3C2=O)CC1 | 1789 | 1337
C/C(=N\NC(=O)c1ccc(NS(=O)(=O)c2cccs2)cc1)c1ccc2ccccc2c1 | 1728 | 1636
O=C(NN1C(=O)C2C3C=CC(O3)C2C1=O)c1ccncc1 (centres undefined) | 1705 | 1482

Assay outcomes from PubChem BioAssay.
